# T cell modulator – modulators of CD8 T cell-vesicle binding, primary screen, mouse 2C CD8+ T cells, flow cytometry; AID 2052, 2009; 330,000 compounds, 0.068% hits; 2C CD8+ T cell-vesicle binding; hits give low values; calls only at 7 µM;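 active means response, share of CD8 T cells binding vesicles, and their 90th percentile fluorescence all below set limits, cut at about 80% in these data, passing the limit was not always enough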
#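 Benchmarks: naked versus QL9-loaded vesicles / Assay system: purified 2C TCR transgenic mouse naive CD8+ T cells / Technique: high-throughput flow cytometry with anti-B7-1 and anti-CD8 staining / Timing: Cell–vesicle co-incubation 1.5 h at 37 °C, staining 20 min on ice / Read-out: percent CD8+ FL2 mean versus row control / Probe or stimulus: QL9-loaded Drosophila micro-vesicles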
# Myeloid diff 2 – induction of myeloid progenitor differentiation, primary screen, cell-based, flow cytometry, MLPCN library. ER-HoxA9 myeloid progenitors, lysozyme-GFP differentiation. calls only at 10 µM. 360,000 compounds, 1% hits. AID 624256, 2012;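 active means normalized GFP-positive differentiation at or above the plate's own cutoff, the solvent-only control mean plus 3 SD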;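 further: cells exposed to compound for four days before flow analysis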
# MgcRacGAP inhibition – MgcRacGAP GTPase-activating activity inhibitors, confirmation, biochemical, ADP Hunter fluorescence; Rac GTPase-activating protein 1 (Homo sapiens); MgcRacGAP-stimulated Rac1 GTP hydrolysis, ADP Hunter fluorescence; higher % means a stronger effect; GST-tagged Rac1 F28L mutant substrate; inhibition, % at 30 µM; hits with a dose series show IC50 in µM; 340,000 compounds, 0.6% hits;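 active means first-screen hits whose inhibition reached a set limit at any dose in the follow-up dose series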;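 further: fluorescence reports GDP produced by GAP-driven GTP hydrolysis; strong numbers were not always called active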
# T cell modulator vesicle-bound % – further read-out of T cell modulator, marked with its call; double positive events, %; measured here: CD8+ vesicle-bound cell fraction;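 binding gate set so that unloaded-vesicle control wells show 10% double positive cells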
# Myeloid diff 2 GFP+ MAC1+ % – also measured in Myeloid diff 2; calls as there; GFP+ MAC1+ double positive, %; measured here: differentiation confirmed by MAC1 staining
# Numbers without * were called inactive; i = inactive. An excerpt, so the mix of outcomes need not match the whole.
nr	Molecule	T cell modulator	T cell modulator vesicle-bound %	Myeloid diff 2	Myeloid diff 2 GFP+ MAC1+ %	MgcRacGAP inhibition
1	O=C(NC1CCCCC1)c1cc(S(=O)(=O)N2CCN(c3ccccc3)CC2)ccc1Cl	i	49.3	i	0.7	0.0%
2	O=C(COC(=O)[C@H](Cc1ccccc1)NC(=O)c1ccco1)Nc1ccccc1	i	47.2	i	0.4	0.6%
3	C[C@H](CO)N1C[C@H](C)[C@@H](CN(C)S(=O)(=O)c2cccs2)Oc2ccc(NC(=O)NC3CCCCC3)cc2C1=O	i	15.2	i	0.6	3.4%
4	C[C@H]1CN([C@@H](C)CO)C(=O)c2cccc(NC(=O)C3CC3)c2O[C@H]1CN(C)Cc1ccc(C(F)(F)F)cc1	i	3.3	i	4.2	8.2%
5	COc1ccc(S(=O)(=O)Nc2cccc3c2O[C@H](CN(C)Cc2ccc(-c4ccccc4)cc2)[C@@H](C)CN([C@H](C)CO)C3=O)cc1	i	53.6	i	0.7	7.7%
6	COc1ccc(NC(=O)c2ccc(N3CCCC3=O)cc2)cc1Cl	i	49.1	i	0.5	-8.2%
7	NC(=S)NN=Cc1ccc(-c2ccc(S(=O)(=O)Nc3ncccn3)cc2)o1	i	44.1	i	0.6	26.3%
8	COc1ccc(CCN2CC(C(=O)NCC(c3ccccc3)N(C)C)CC2=O)cc1OC (stereo unspecified)	i	27.5	i	1.2	1.3%
9	COc1ccc(CC(=O)Nc2nccs2)cc1S(=O)(=O)N1CCOCC1	i	24.7	i	0.1	-0.2%
10	Cc1cccc(C)c1NC(=O)CN(C)C(C)C(=O)NCC(=O)Nc1ccc(F)c(F)c1F (stereo unspecified)	i	29.2	i	0.6	3.0%
11	Cc1nnc(SCC(=O)Nc2ccc(S(N)(=O)=O)cc2)n(N)c1=O	i	49.7	i	1.0	5.0%
12	CC(=NNC(=O)CSc1nc2ccccc2o1)c1ccco1	i	42.3	i	0.8	3.0%
13	CCOc1ccccc1Nc1nnc(SCC(=O)NC2CCS(=O)(=O)C2)s1 (stereo unspecified)	i	53.3	i	0.3	2.8%
14	Cc1ccc(S(=O)(=O)Nc2ccc(F)c(S(=O)(=O)N3CCOCC3)c2)cc1	i	41.6	i	1.1	2.6%
15	COC(=O)c1c(-c2ccc(S(C)(=O)=O)cc2)sc2cc(OC)ccc12	i	15.4	i	2.5	9.3%
16	Nn1c(SCC(=O)Nc2ccc(N3CCOCC3)cc2)nnc1C1CC1	i	22.0	i	0.4	5.4%
17	Cc1ccc(OCCCC(=O)NNC(=O)c2ccccn2)cc1	i	34.1	i	1.8	-16.3%
18	O=C(CCN1C(=O)c2cccc([N+](=O)[O-])c2C1=O)NC1CCCCCC1	i	36.4	i	2.5	4.2%
19	O=C(COC(=O)c1cc(Cl)nc(Cl)c1)NCCc1ccc(F)cc1	i	48.0	i	2.8	2.8%
20	CN(CC(=O)Nc1ccc(F)c(F)c1F)C(=O)C1COc2ccccc2O1 (stereo unspecified)	i	20.3	i	0.3	0.8%
21	Cc1ccc(S(=O)(=O)N2CCN(CC(=O)N3CCCC3)CC2)c(C)c1	i	55.9	i	1.4	-1.2%
22	CC(C)CCC1(C)NC(=O)N(CC(=O)Nc2ccc3c(c2)OCCO3)C1=O (stereo unspecified)	i	31.5	i	0.9	4.0%
23	CC(C)=CCCC(C)CCO (stereo unspecified)	i	8.9	i	2.7	-13.6%
24	CC1CCN(C(=O)COC(=O)Cn2cnc3ccccc32)CC1	i	29.2	i	0.9	-4.2%
25	COc1ccc(NC(=O)CSc2ccc3c(c2)OCCO3)cc1	i	48.0	i	0.7	5.1%
26	CCN(CC(=O)NCc1cccs1)C(=O)c1cccc(S(=O)(=O)N(C)C)c1	i	24.1	i	0.8	1.0%
27	CC(C)NC(=O)N(C)C[C@H]1Oc2c(NC(=O)Cc3ccccc3)cccc2C(=O)N([C@H](C)CO)C[C@@H]1C	i	20.1	i	1.5	-2.7%
28	O=C(CN1C(=O)NC2(CCCc3ccccc32)C1=O)NCCc1ccc(F)cc1 (stereo unspecified)	i	46.7	i	0.6	2.4%
29	O=C(c1ccc(S(=O)(=O)NCc2ccco2)cc1)N1CCN(c2ccccc2)CC1	i	53.0	i	0.8	1.4%
30	Cc1noc(C)c1NC(=O)N(C)C[C@H]1Oc2c(NC(=O)Cc3ccccc3)cccc2C(=O)N([C@H](C)CO)C[C@@H]1C	i	14.2	i	1.5	1.0%

# Copied from above: compounds 1 to 2
nr	Molecule	T cell modulator	T cell modulator vesicle-bound %	Myeloid diff 2	Myeloid diff 2 GFP+ MAC1+ %	MgcRacGAP inhibition
1	O=C(NC1CCCCC1)c1cc(S(=O)(=O)N2CCN(c3ccccc3)CC2)ccc1Cl	i	49.3	i	0.7	0.0%
2	O=C(COC(=O)[C@H](Cc1ccccc1)NC(=O)c1ccco1)Nc1ccccc1	i	47.2	i	0.4	0.6%

# (continued)
nr	Molecule	T cell modulator	T cell modulator vesicle-bound %	Myeloid diff 2	Myeloid diff 2 GFP+ MAC1+ %	MgcRacGAP inhibition
31	Cc1ccc(S(=O)(=O)N(C)C[C@@H]2Oc3c(NS(C)(=O)=O)cccc3C(=O)N([C@H](C)CO)C[C@@H]2C)cc1	i	5.8	i	2.0	4.6%
32	CC(=O)Nc1ccc(C(=O)OCC(=O)NCc2ccc3c(c2)OCO3)cc1	i	34.8	i	0.6	4.2%
33	CS(=O)(=O)Cc1ccc(C(=O)NNC(=O)c2cc(-c3ccccc3)n[nH]2)cc1	i	54.1	i	0.6	1.6%
34	CCS(=O)(=O)Nc1ccc(C2=NN(C(=O)c3ccco3)C(c3ccc(Cl)o3)C2)cc1 (stereo unspecified)	i	36.1	i	1.5	5.0%
35	CCN(CC(=O)Nc1ccc(NC(C)=O)cc1)C(=O)COc1ccccc1-c1ccccc1	i	42.9	i	1.1	6.1%
36	COC(=O)c1ccc(NC(=O)CN2C(=O)NC3(CCC(C)CC3)C2=O)cc1 (stereo unspecified)	i	55.5	i	0.2	2.5%
37	CCCNC(=O)C(Cc1ccc(C(F)(F)P(=O)(OCC)OCC)cc1)NC(=O)c1ccc(C#N)cc1 (stereo unspecified)	i	21.3	i	0.4	8.3%
38	O=C1Nc2c(Br)cccc2C1=O	i	18.3	i	0.1	1.5%
39	COC(=O)c1ccc(C)c(NC(=O)Cn2c(C)csc2=O)c1	i	29.5	i	0.7	3.5%
40	COc1cc(N)c(Cl)cc1C(=O)OCC(=O)N1c2ccccc2NC(=O)C1(C)C	i	52.3	i	0.3	-6.4%
41	C1=C(c2sc3ccccc3c2-c2ccc(OCCN3CCOCC3)cc2)CCCC1	i	17.1	i	2.1	0.8%
42	CC(C)[C@H](NC(=O)c1ccc(Cl)cc1)C(=O)OCC(=O)N1CCN(c2ccccc2)CC1	i	55.9	i	0.8	3.3%
43	COC(=O)c1cc(NC(=O)COC(=O)C2COc3ccccc3O2)cc(C(=O)OC)c1 (stereo unspecified)	i	31.6	i	0.8	2.8%
44	COc1ccc(CC(=O)OCC(=O)NCc2ccc(C)cc2)cc1OC	i	54.5	i	1.4	2.8%
45	CC(C)(C)OC(=O)C[C@@H]1C/C=C\C[C@H](CC(=O)NCCO)C(=O)N[C@@H](c2ccccc2)COC1=O	i	9.9	i	1.3	7.2%
46	CC1CCCC(C)N1C(=O)COC(=O)COc1ccc(C#N)cc1 (stereo unspecified)	i	3.5	i	0.3	1.4%
47	COC(=O)[C@]1(C)N[C@H](CN(C)C(=O)c2ccc(C(C)(C)C)cc2)[C@@H]2C(=O)N(C)C(=O)[C@@H]21	i	5.3	i	1.5	-1.5%
48	CC(OC(=O)CCc1nc2ccccc2c(=O)[nH]1)C(=O)Nc1cccc(C(F)(F)F)c1 (stereo unspecified)	i	16.8	i	1.0	4.0%
49	CCC1(CC)NC(=O)N(CC(=O)Nc2ccc(C)cc2C)C1=O	i	46.6	i	0.4	1.3%
50	COc1cc(/C=C/C(=O)O)cc(S(=O)(=O)Nc2cc(C(F)(F)F)ccc2N2CCOCC2)c1OC	i	51.1	i	0.1	1.2%
51	O=C1NC[C@@H](c2ccccc2)OC(=O)[C@H](Cc2ccc(F)cc2)C/C=C\C[C@H]1CC(=O)N(CCO)Cc1ccccc1	i	3.7	i	1.1	5.3%
52	CCCn1c(N)c(C(=O)CSc2nnc(C3CC3)n2Cc2ccccc2)c(=O)n(C)c1=O	i	40.8	i	0.6	1.8%
53	CCC1CCC2(CC1)NC(=O)N(CC(=O)NCc1ccc(Cl)cc1)C2=O (stereo unspecified)	i	48.8	i	1.1	0.0%
54	COc1ccc(-c2sc3ccccc3c2-c2ccc(OCCN(C)C)cc2)cc1	i	16.2	i	2.5	6.9%
55	Nc1cc(Cl)ccc1C(=O)OCC(=O)NCC1CCCO1 (stereo unspecified)	i	53.4	i	0.7	0.8%
56	CCC(CO)Oc1cc(NC(=O)c2ccccc2Cl)c2ncn(C(C)C)c2c1 (stereo unspecified)	i	15.3	i	2.6	7.2%
57	O=C(CNC(=O)c1ccccc1F)Nc1ccc2c(c1)OCO2	i	38.3	i	0.2	4.0%
58	O=C(c1ccc(-c2cc(O)c3ncccc3c2)cc1)N1CCNCC1	i	15.5	i	0.9	12.3%
59	O=C(Nc1cccc(S(=O)(=O)NC2=NCCC2)c1)c1ccc(C(F)(F)F)cc1	i	48.0	i	0.2	6.0%
60	O=C(C[C@@H]1C/C=C\C[C@@H](Cc2ccc(F)cc2)C(=O)OCCNC1=O)N[C@H](CO)Cc1ccccc1	i	1.8	i	0.6	8.0%
61	CC1CC(C)CN(C(=O)COC(=O)c2cc3ccccc3oc2=O)C1 (stereo unspecified)	i	22.4	i	0.8	2.9%
62	O=C(CSc1nccc(=O)[nH]1)Nc1ccc2ccccc2c1	i	52.4	i	0.9	6.2%
63	O=C(COC(=O)/C=C/c1ccccc1Cl)Nc1cccnc1Cl	i	12.5	i	0.9	3.9%
64	O=C(C[C@H]1C/C=C\C[C@H](NC(=O)OCC2c3ccccc3-c3ccccc32)C(=O)OC[C@@H]2CCCN2C1=O)N[C@H](CO)Cc1ccccc1	i	28.0	i	1.8	7.8%
65	Cc1cc(NS(=O)(=O)c2ccc(NC(=O)/C=C/c3ccccc3)cc2)nc(C)n1	i	57.3	i	1.7	-1.0%
66	Cc1ccc2nc(SC(C)C(=O)NC3CCCC3)[nH]c2c1 (stereo unspecified)	i	10.1	i	0.9	3.1%
67	COc1ccc(-c2sc3cc4c(cc3c2-c2ccc(OCCN3CCOCC3)cc2)OCO4)cc1	i	11.1	i	1.0	4.1%
68	COC(=O)C1=C(C)N(Cc2ccccc2)C(=NCCc2ccccn2)N[C@H]1c1cccc(C(F)(F)F)c1	i	22.8	i	3.9	5.1%
69	C[C@H](CO)N1C[C@H](C)[C@@H](CN(C)Cc2ccc(Cl)c(Cl)c2)Oc2ccc(NC(=O)Cn3cnnn3)cc2C1=O	i	3.9	i	2.0	6.1%
70	CN(CCc1ccccc1)C(=O)c1cccc(NC(=O)Cc2ccc([N+](=O)[O-])cc2)c1	i	55.3	i	2.5	6.4%
71	CCCc1cc(=O)[nH]c(SCC(=O)NC2CC2)n1	i	39.5	i	0.6	-0.3%
72	O=C(Nc1cccc(S(=O)(=O)N2CCCC2)c1)c1ccc(Cl)nc1	i	30.3	i	3.7	3.5%
73	COc1ccc(-c2sc3ccc(N4CCOCC4)cc3c2C#CC2(O)CCCCC2)cc1	i	7.0	i	0.4	-1.4%
74	O=C(NCc1cccc(F)c1)c1cccc2c1C(=O)c1ccc(N3CCCC3)cc1S2(=O)=O	i	5.3	i	0.7	2.4%
75	O=C(NCC(=O)N1CCN(Cc2ccc3c(c2)OCO3)CC1)c1ccccc1F	i	38.1	i	1.4	2.2%
76	CSc1ncccc1C(=O)OCC(=O)c1ccc[nH]1	i	43.3	i	1.9	1.6%

# An excerpt of these results, field by field:
[76] CSc1ncccc1C(=O)OCC(=O)c1ccc[nH]1
  T cell modulator: i	T cell modulator vesicle-bound %: 43.3	Myeloid diff 2: i	Myeloid diff 2 GFP+ MAC1+ %: 1.9	MgcRacGAP inhibition: 1.6%
[67] COc1ccc(-c2sc3cc4c(cc3c2-c2ccc(OCCN3CCOCC3)cc2)OCO4)cc1
  T cell modulator: i	T cell modulator vesicle-bound %: 11.1	Myeloid diff 2: i	Myeloid diff 2 GFP+ MAC1+ %: 1.0	MgcRacGAP inhibition: 4.1%
[63] O=C(COC(=O)/C=C/c1ccccc1Cl)Nc1cccnc1Cl
  T cell modulator: i	T cell modulator vesicle-bound %: 12.5	Myeloid diff 2: i	Myeloid diff 2 GFP+ MAC1+ %: 0.9	MgcRacGAP inhibition: 3.9%
[69] C[C@H](CO)N1C[C@H](C)[C@@H](CN(C)Cc2ccc(Cl)c(Cl)c2)Oc2ccc(NC(=O)Cn3cnnn3)cc2C1=O
  T cell modulator: i	T cell modulator vesicle-bound %: 3.9	Myeloid diff 2: i	Myeloid diff 2 GFP+ MAC1+ %: 2.0	MgcRacGAP inhibition: 6.1%
